Nrf2 ARE act: qHTS of Nrf2 Activators | AREc32 ARE-luciferase reporter (MCF7-derived line), luminescence, 24 h | AID 624171, 2012 | Potency, µM (series often up to 46.1 µM), for the others: at the highest dose activation, actives largely listed as activators | hit rate 0.31% among 410,000; further: potency means the concentration at half of the fitted maximal effect; % of control where 0% means no effect; nearly all actives have a fitted effect of over 65% in size
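AREc32 cells carrying an ARE-driven firefly luciferase, 1000 cells/well in OPTI-MEM with 5% FBS, dosed after overnight attachment and incubated 24 hr at 37 deg C. Steady-Glo luminescence read after 30 min at RT.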
Nrf2 block: Nrf2 qHTS screen for inhibitors; Potency, µM (titrated, usually from 46 µM), inactives show top-dose activity change, negative = inhibition, actives largely listed as inhibitors; hit rate 2.1% among 360,000; AID 504444, 2011; A549 ARE-Fluc reporter, luciferase luminescence, 18-24 h; further: potency means the concentration at half of the fitted maximal effect; on the % scale 0 is the no-effect control and ±100 the full control effect; nearly all actives have a fitted effect of over 60% in size
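A549 ARE_Fluc cells, 5000/well, 5% FBS OPTI-MEM; compounds in dose-response, 18-24 h at 37 °C/5% CO2; CellTiter-Fluor viability read (Ex 405/Em 525), then BugLite luciferase luminescence = Nrf2 activity.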
HepG2 tox: qHTS for Inhibitors of TGF-b: Cytotox Counterscreen | HepG2 CAGA-GFP viability, ATP luminescence, 18 h | Potency, µM (highest dose often 46.1 µM), without a hit: at the top dose activity change, negative = cytotoxicity, actives largely listed as cytotoxic | hit rate 0.76% among 410,000; further: potency means the concentration at half of the fitted maximal effect; some results filed as inactive show a strong effect at the top dose
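CellTiter-Glo luminescence gave cytotoxicity after 18 hours at 37 degrees C. The cells were HepG2 CAGA-GFP in 1% FBS DMEM, stimulated with 500 pg/mL TGF-beta after compound addition. %Activity was normalised to no-cell wells (complete cell-killing) and DMSO (no toxicity), and curves were fitted and classified.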
CCT chaperon mod: High-Throughput Screening for Modulators of Cytosolic Chaperonin Activity | activity change, % (test concentration not listed), hits read low | hit rate 0.3% among 360,000 | purified chaperonin ATPase assay, HTRF ADP detection, 30 min; in the data active means activity change below about -30%; further: on the % scale 0 is the no-effect control and ±100 the full control effect
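We incubate TRiC, 40 or 20 nM final, with library compounds at 76 uM and 10 uM ATP for 30 min at 37 °C. ADP formed is detected with Transcreener HTRF reagents after 30 min at room temperature.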
Abeta rescue: qHTS for compounds that reverse cellular toxicity of Amyloid beta (A-beta) peptide in yeast: Primary Screen; yeast expressing A-beta42, growth rescue, OD600, 48 h; response scale: 0% DMSO, 100% iron-clioquinol control; Potency, µM (highest dose often 46.1 µM), without a hit: at the top dose growth rescue, most hits filed as activators; hit rate 0.063% among 410,000; further: potency means the concentration at half of the fitted maximal effect; nearly all actives have a fitted effect of over 55% in size
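Growth rescue measured by 600 nm absorbance after 48 h yeast culture at 30 C with compound. Values normalized between DMSO and an equimolar ferric chloride plus clioquinol control.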
pAkt inh: HTS Assay for Inhibitors of Akt Phophorylation: Primary Screen | activity change, % for hits at 50 µM | Neuro2A IGF-stimulated pAkt S473 HTRF, 20 min; hits give low values | hit rate 0.32% among 360,000; in the data active means activity change below about -80%; inconclusive means mostly about -51% to -80%; further: on the % scale 0 is the no-effect control and ±100 the full control effect
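Neuro2A cells (4,500/well, DMEM with 0.5% FBS) were treated with compound at a single 50 µM final concentration, stimulated with 6 nM IGF for 20 min at 37 °C, and lysed. Phospho-Akt Ser473 was read by HTRF as 665/615 ratio ×10^4.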
TGFb SMAD3 inh: qHTS for Inhibitors of TGF-b. AID 588855, 2011. hit rate 1.2% among 410,000. Potency, µM (highest dose often 46.1 µM), for the others: top-dose activity, negative = inhibition, hits mostly inhibitors. HepG2 CAGA-GFP TGF-b/SMAD3 reporter, GFP fluorescence, 18 h; TGF-beta stimulated, 500 pg/mL final; further: potency means the concentration at half of the fitted maximal effect; on the % scale 0 is the no-effect control and ±100 the full control effect; nearly all actives have a fitted effect of over 65% in size
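Using HEPG2 CAGA-GFP reporter cells at 1000 cells/well, we pinned test compounds, stimulated with recombinant TGF-beta (500 pg/mL final) and measured total well GFP after 18 h.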
A549 viability: Nrf2 qHTS screen for inhibitors: counterscreen for cytotoxicity | AID 504648, 2011 | Potency, µM (doses to about 46 µM), without a hit: at the highest dose activity change, negative = cytotoxicity, actives largely listed as inhibitors | A549 ARE-Fluc cells, CellTiter-Fluor viability, 18-24 h | hit rate 0.16% among 390,000; further: potency means the concentration at half of the fitted maximal effect; on the % scale 0 is the no-effect control and ±100 the full control effect
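Cytotoxicity counterscreen: CellTiter-Fluor fluorescence was measured in A549 ARE_Fluc cells after 18-24 h of compound exposure in a concentration series. The subsequent BugLite luminescent read reports ARE-luciferase activity.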
MmCpn inh: Inhibitors of TCP-1 ring complex (TRiC) of Methanococcus maripaludis (MmCpn): qHTS; Chaperonin Mm-Cpn (Methanococcus maripaludis); purified Mm-Cpn ATPase, ADP Transcreener TR-FRET; Potency, µM (highest dose often 76.9 µM), for the others: at the highest dose activity, negative = inhibition, usual class: inhibitors; hit rate 0.031% among 330,000; AID 504842, 2011; further: potency means the concentration at half of the fitted maximal effect; on the % scale 0 is the no-effect control and ±100 the full control effect; nearly all actives have a fitted effect of over 80% in size
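Measured: ADP formation by purified Mm-CPN. Conditions: 25 nM protein, 10 uM ATP, Tris pH 7.4 with Mg2+, K+ and DTT, 37°C for 30 min. Detection: Transcreener HTRF after 30 min at room temperature.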
The depositor's hits bear a star; i = inactive; u = inconclusive; x = no result given; [ ] = another dose, or the depositor's remark. Unless noted, the call rests on the fitted dose curve; in most records, active means well fitted curve in the direction sought with a large enough effect; inconclusive means small, poorly fitted or top-dose-only effect, or another doubt; inactive means no such curve, though single readings can be large; an effect the other way counts as inactive or inconclusive.

Compound,Nrf2 ARE act,Nrf2 block,HepG2 tox,CCT chaperon mod,Abeta rescue,pAkt inh,TGFb SMAD3 inh,A549 viability,MmCpn inh
CC(C(=O)O)N1C(=O)C2C3CC(C2C1=O)C1C(c2ccccc2)c2sc(=O)[nH]c2SC31 (centres undefined),-0.4%[9.22 µM],13%,-10%,-1.5,6%,i,u,12%,-1%
CC12CCC(C(=O)N(CCCCN3CCN(c4ccccn4)CC3)C1=O)C2(C)C (centres undefined),-0.3%,-9%,-19%,-1.4,-6%,i,-18%,1%,0%
COc1ccc(CNC(=O)c2ccc(-c3ccccc3)cc2)cc1,2.4%,24%,11%,0.4,-3%,i,12%,0%,0%
COc1cc(/C=C/C(=O)O)cc(S(=O)(=O)Nc2ccc3nc(SC)sc3c2)c1OC,0.2%,1%,15%,-4.7,-9%,i,2%,-2%,0%
C[C@@H]1CCCCO[C@@H](CN(C)Cc2ccc(Cl)c(Cl)c2)[C@@H](C)CN([C@H](C)CO)C(=O)c2cc(NC(=O)Nc3ccccc3)ccc2O1,2.5%,x,-10%,-0.3,-25%,i,u,x,x
C#CC(C)(C)NC(=O)c1ccc(-c2ccccc2F)cc1,0.3%,28%,-1%,-2.4,-22%,i,1%,10%,0%
COc1ccc2[nH]c3c(c2c1)CCNC3(C)CCc1ccc(Cl)nc1 (centres undefined),0.7%,1%,-26%,-31*,-12%,i,-12%,-7%,-2%
O=C(NCCCNC(=O)c1ccc(Cl)cc1Cl)c1cnccn1,0.5%,15%,-1%,-1.5,-3%,i,1%,1%,2%
Cn1nnnc1P(=O)(c1ccccc1)c1ccccc1,-0.5%,10%,-4%,-0.1,13%,i,9%,0%[1.84 µM],-3%
CC(=O)N1CCC(C(=O)Nc2ccc(S(=O)(=O)N3CCCCC3)cc2)CC1,-0.5%,-2%,-20%,0.9,0%,i,u,3%,2%
CN(C)c1ccc(C(CNC(=O)c2ccc(C(C)(C)C)cc2)N2CCCC2)cc1 (centres undefined),5.2%,x,-67%,x,-9%,x,u,-24%,x
Cc1cccc(-n2ncc3c(NCc4cccs4)ncnc32)c1,3.9%,2%,1%,0.1,-22%,i,-1%,-10%,2%

Reprinted from the part before: 2 entries, then new ones.
Compound,Nrf2 ARE act,Nrf2 block,HepG2 tox,CCT chaperon mod,Abeta rescue,pAkt inh,TGFb SMAD3 inh,A549 viability,MmCpn inh
CN(C)c1ccc(C(CNC(=O)c2ccc(C(C)(C)C)cc2)N2CCCC2)cc1 (centres undefined),5.2%,x,-67%,x,-9%,x,u,-24%,x
Cc1cccc(-n2ncc3c(NCc4cccs4)ncnc32)c1,3.9%,2%,1%,0.1,-22%,i,-1%,-10%,2%
CC1CC(C)CN(C(=O)CSc2ccsc2[N+](=O)[O-])C1 (centres undefined),17%,10%,-38%,0.0,-1%,i,u,1%,0%
CSc1nn(CC(=O)Nc2ccccc2F)c(N)c1S(=O)(=O)c1ccccc1,0.4%,u,-23%,x,-11%,x,-6%,2%,x
CNC(=S)NCc1ccc2[nH]c3c(c2c1)CCCC3,-0.1%,0%,-8%,0.6,-17%,i,-3%,0%,-2%
Cc1ccc(/C=N/NC(=O)CNC(=O)c2cccs2)o1,0.1%,8%,4%,-0.2,1%,i,1%,3%,-4%
COc1ccccc1CNC(=O)CN1C(=O)NC2(CCCCCCC2)C1=O,-0.3%,-7%,-11%,-1.6,0%,i,-2%,-3%,0%
O=c1c(C/C=C/c2ccccc2)c(O)ccn1Cc1cccc(Cl)c1,-0.2%,3%,-33%,-2.2,-11%,i,-27%,5%,1%
COC(=O)c1c(C)oc2ccc(N(C(=O)c3ccncc3)S(=O)(=O)c3ccc(Br)cc3)cc12,-2.7%,x,-113%,x,-13%,x,u,-15%,x
CCCCNS(=O)(=O)c1ccc(OC)cc1,1.7%,4%,-12%,-6.2,1%,i,0%,-5%,1%
CC(C)(Cc1ccc(O)cc1)NC(=O)CC(=O)N/N=C/c1ccc([N+](=O)[O-])cc1,0.1%,u,-19%,-1.4,8%,i,10%,3%,1%
OC(c1ccc(Cl)c(Cl)c1)c1ncc(-c2ccccc2F)[nH]1 (centres undefined),-0.9%,x,-63%,-1.2,17%,i,-14%,x,x
Cc1ccc2nc(NC(=O)COC(=O)c3ccc(Br)o3)sc2c1,3.5%,u,7%,-2.8,u,i,0%,-3%,-3%
COc1ccc(OC)c(CNC(=O)c2cc3c(-c4ccc(OC)c(OC)c4)nn(C)c3s2)c1,-0.1%,13%,-8%,x,-7%,x,32%,-4%,x

Further compounds
Compound,Nrf2 ARE act,Nrf2 block,HepG2 tox,CCT chaperon mod,Abeta rescue,pAkt inh,TGFb SMAD3 inh,A549 viability,MmCpn inh
O=C(Cc1ncc(C(F)(F)F)cc1Cl)NCc1cccnc1,0.1%,1%,8%,-2.4,8%,i,-2%,3%,-1%
CCN1C(=O)[C@H]2[C@@H](c3ccc(OC)cc3)N[C@]3(CCCN(CC4CCCCC4)C3=O)[C@H]2C1=O,-1.0%,x,20%,-4.3,-7%,i,-12%,x,x
Clc1ccc(-c2nc3ccccn3c2CN2CCSCC2)cc1,-0.4%,2%,-32%,-0.8,15%,i,-28%,-1%,0%
O=C(c1ccc([N+](=O)[O-])s1)N1CCN(c2cccc(Cl)c2)CC1,2.9%,u,-98%,0.5,-3%,i,11µM*,-19%,0%
COc1ccc(-c2ccc3c(c2)S(=O)(=O)c2cccc(C(=O)NCc4ccccc4Cl)c2C3=O)cc1OC,0.1%,u,-30%,-2.4,-3%,i,0%,-8%,0%
N#C/C(=C\c1ccc(N2CCOCC2)o1)C(=O)NCC1CCCO1 (centres undefined),0.5%,12%,-4%,-4.5,8%,i,-26%,-9%,2%
CS(=O)(=O)N(CC(=O)NCCSCc1ccccc1Cl)c1ccccc1F,3.0%,4%,-13%,-0.6,-7%,i,-27%,-4%,1%
O=[N+]([O-])c1ccc(N2CCCC2)cc1NCc1ccccc1,1.0%,x,-4%,0.4,1%,i,4%,-1%,-2%
c1ccc(-c2nn[nH]n2)cc1,0.0%,-1%,5%,0.7,-8%,i,25%,-6%,2%
CCCC(=O)N/N=C1\CS(=O)(=O)N(C)c2ccsc21,3.4%,-11%,11%,0.5,20%,i,-2%,8%,0%
CCCCCCCNC(=O)C1(CC2CC(c3cccc(Br)c3)=NO2)CCN(C(=O)Cc2ccc(F)cc2)CC1 (centres undefined),4.6%,-15%,-11%,-1.2,-8%,i,-1%,-20%,0%
NC(=O)CC(NC(=O)Cc1cccc2ccccc12)c1ccc(N2CCC(N3CCCCC3)CC2)c([N+](=O)[O-])c1 (centres undefined),0.0%,4%,-21%,-2.3,-12%,i,-22%,-4%,2%

An excerpt from above in order of formula weight, smallest number first.
Compound,Nrf2 ARE act,Nrf2 block,HepG2 tox,CCT chaperon mod,Abeta rescue,pAkt inh,TGFb SMAD3 inh,A549 viability,MmCpn inh
COc1ccc(CNC(=O)c2ccc(-c3ccccc3)cc2)cc1,2.4%,24%,11%,0.4,-3%,i,12%,0%,0%
O=c1c(C/C=C/c2ccccc2)c(O)ccn1Cc1cccc(Cl)c1,-0.2%,3%,-33%,-2.2,-11%,i,-27%,5%,1%
COc1ccccc1CNC(=O)CN1C(=O)NC2(CCCCCCC2)C1=O,-0.3%,-7%,-11%,-1.6,0%,i,-2%,-3%,0%

Continuation.
Compound,Nrf2 ARE act,Nrf2 block,HepG2 tox,CCT chaperon mod,Abeta rescue,pAkt inh,TGFb SMAD3 inh,A549 viability,MmCpn inh
CCCCCCS(=O)Cc1ccccc1 (centres undefined),-0.2%,-8%,-49%,-3.1,9%,i,-24%,-7%,1%
Cc1ccnc(Cc2ccccc2)n1,-0.3%,-4%,1%,0.1,-12%,i,4%,10%,1%
CCOC(OCC)P(=O)(c1ccccc1)c1ccccc1,-0.9%,5%,2%,0.8,-1%,i,0%,-8%,4%
O=C(c1cccs1)N1CCN(C(=O)c2ccco2)c2ccccc2C1,1.2%,5%,-2%,-1.2,15%,i,-33%,-5%,0%
CCOC(=O)c1cnc2cc(C(F)(F)F)ccc2c1N1CCN(c2ccc(F)cc2)CC1,-0.9%,28%,5%,x,-7%,x,-3%,5%,x
COc1ccc(C(=O)/C=C/c2ccccc2)c(OC)c1,u,u,-57%,-0.8,-26%,i,u,u,x
COc1ccc(C(=O)NCc2ccc3c(c2)CCN3C(=O)c2ccc(Cl)cc2)c(OC)c1,0.7%,x,-23%,x,-10%,x,u,-27%,x
Cc1ccc(Cn2nnc3c(=O)n(CC(=O)OCc4ccccc4)cnc32)cc1,-0.6%,12%,-23%,1.5,-2%,i,u,1%,2%
CN1CCN(c2nc(Nc3ccccc3)nc(N)c2[N+](=O)[O-])CC1,5.6%,-18%,16%,0.8,-14%,i,-9%,-14%,-4%
Cc1cccc(C)c1NC(=O)C(c1ccccc1)N1CCN(C(=O)c2ccco2)CC1 (centres undefined),-0.6%,-15%,11%,-0.5,23%,i,0%,-11%,0%
CC(C)NC(=O)CN1C(=O)C(=O)c2ccccc21,0.2%,14%,-1%,-0.4,15%,i,u,-9%,0%
CCCCCC(=O)N1C[C@H](n2cc(C3CC3)nn2)[C@@H](O)C[C@@H]1c1ccc(Cl)cc1,-0.8%,x,-16%,-0.7,1%,i,-18%,x,x
CCc1cccc(CC)c1-n1c(SCC(=O)N2CCc3ccccc3C2)nnc1-c1cccnc1,-0.5%,u,4%,-1.3,-3%,i,-8%,-4%,-4%
COCc1cc(=O)[nH]c(/N=C(\N)Nc2ccccc2C)n1,-1.3%,2%,-8%,-1.4,6%,i,-5%,-6%,4%
